Assay outcomes: PubChem BioAssay, National Center for Advancing Translational Sciences (NCATS)
Tb PYK inh: qHTS of Trypanosoma Brucei Inhibitors; Potency, µM (series often up to 76.8 µM), inactives show top-dose activity, negative = inhibition, usual class: inhibitors; 410,000 tested, 0.12% active; TbPYK enzyme, Kinase-Glo Plus ATP luminescence, 45 min; pyruvate kinase (Trypanosoma brucei), Q57TT1; further: nearly all actives have a fitted effect of over 50% in size
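Luminescent Kinase-Glo Plus end-point after 45 min room-temperature reaction of T. brucei pyruvate kinase started with 130 uM ADP (final). Buffer TEA 50 mM pH 7.2 with KCl, MgCl2, BSA, Tween-20; titration-based qHTS with fitted concentration-effect curves.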
LmPK inh: qHTS Assay for Inhibitors of Leishmania Mexicana Pyruvate Kinase (LmPK) | Q27686 | purified LmPK, Kinase-Glo ATP luminescence, 1 h | Potency, µM (titrated, usually from 57.5 µM), inactives show at the top dose activity change, negative = inhibition, hits mostly inhibitors | 290,000 tested, 0.37% active | AID 1721, 2009
Target sequence (Q27686 whole entry, looked up): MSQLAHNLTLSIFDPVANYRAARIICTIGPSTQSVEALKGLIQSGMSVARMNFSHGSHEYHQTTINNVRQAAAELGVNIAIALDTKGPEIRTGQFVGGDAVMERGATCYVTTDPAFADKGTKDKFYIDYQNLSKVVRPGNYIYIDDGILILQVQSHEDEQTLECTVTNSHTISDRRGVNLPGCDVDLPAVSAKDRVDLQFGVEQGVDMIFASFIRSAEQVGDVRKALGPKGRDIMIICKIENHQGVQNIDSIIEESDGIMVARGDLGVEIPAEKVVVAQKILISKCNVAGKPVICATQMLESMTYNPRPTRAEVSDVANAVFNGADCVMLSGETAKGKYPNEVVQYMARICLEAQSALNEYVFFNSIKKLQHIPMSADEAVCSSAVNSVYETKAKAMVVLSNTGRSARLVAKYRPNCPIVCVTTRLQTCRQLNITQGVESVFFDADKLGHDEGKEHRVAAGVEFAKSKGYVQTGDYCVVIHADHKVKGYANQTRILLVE
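Kinase-Glo luminescence read after 1 h RT reaction of 0.1 nM LmPK with 0.5 mM PEP and 0.1 mM ADP. Activity scaled between uninhibited and enzyme-free controls.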
HCV inh: qHTS Assay for Inhibitors of Hepatitis C Virus (HCV) | Huh7.5.1 HCVcc-Cre infection, luciferase reporter, 44 h | Potency, µM (series often up to 41.8 µM), inactives show at the top dose activity change, negative = inhibition, hits mostly inhibitors | 340,000 tested, 3.4% active
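Cells seeded at 1,000/well and cultured 4 h, then compounds added followed by HCVcc-Cre virus (~0.5 moi). After 44 h further culture, luciferase substrate was added, plates held 15 min at room temperature, and luminescence read for 15 sec.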
Pf growth 96h: Primary qHTS for delayed death inhibitors of the malarial parasite plastid, 96 hour incubation; P. falciparum luciferase reporter growth, 96 h; 320,000 tested, 6.9% active; Potency, µM (titrated, usually from 28.7 µM), inactives show at the highest dose activity change, negative = inhibition, most hits filed as inhibitors
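Delayed-death screen, second-generation endpoint: infected erythrocytes, 2% hematocrit, 0.05% parasitemia final; 96 hours at 37 C, 5% CO2; luciferase detection reagent; luminescence decrease equals reduced growth.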
Sm TGR inh: qHTS Assay for the Inhibitors of Schistosoma Mansoni Peroxiredoxins; purified TGR, DTNB reduction, TNB absorbance 405 nm; AID 485364, 2010; 360,000 tested, 3% active; Schistosoma mansoni thioredoxin glutathione reductase (TGR), Q962Y6; Potency, µM (doses to about 114 µM), without a hit: at the top dose activity change, negative = inhibition, most hits filed as inhibitors; further: nearly all actives have a fitted effect of over 60% in size
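TGR 20 nM + NADPH 100 uM (dispensed conc.), cpd preinc 15 min RT; start with NADPH (500 uM addition) then DTNB (15 mM addition). Kinetic TNB absorbance, 405 nm filter. Four-parameter Hill fit across titration.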
Pf growth 48h: Primary qHTS for delayed death inhibitors of the malarial parasite plastid, 48 hour incubation; Potency, µM (top dose mostly 28.7 µM), inactives show top-dose activity change, negative = inhibition, most hits filed as inhibitors; P. falciparum luciferase growth in erythrocytes, 48 h; 310,000 tested, 5.9% active
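Growth was read as firefly luciferase luminescence after a 48 h, 37 C, 5% CO2 exposure of compounds to reporter-bearing P. falciparum cultures (0.1% parasitemia, 2% hematocrit final) in Albumax-supplemented RPMI 1640.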
Starred values were filed as active, the others as inactive; ? = inconclusive; / = not tested or not shown; & = joins results of further samples; [ ] = another dose, or the depositor's remark. The call rests on the fitted dose curve; in most records, active means well fitted curve in the direction sought with a large enough effect; inconclusive means small, poorly fitted or top-dose-only effect, or another doubt; inactive means no such curve, though single readings can be large; an effect the other way counts as inactive or inconclusive. On the % scale 0 is the no-effect control and ±100 the full control effect; potency means the concentration at half of the fitted maximal effect.

SMILES | Tb PYK inh | LmPK inh | HCV inh | Pf growth 96h | Sm TGR inh | Pf growth 48h
C=CCn1c(C(c2ccccc2)c2ccccc2)n[nH]c1=S | ? | -30% | 13% | 3.7µM* | 6% | -20%
C(=C\c1ccccc1)/C=N/n1cnnc1 | 2% | 2% | 14% | -13% | 1% | 19%
CCN(CC)C(=O)CN1C(=O)C(=O)c2ccccc21 | 3% | 11% | 4% | 33%[activator] | 8% | 6%
N#C/C(=C(/O)c1ccc(F)cc1)c1nc2ccccc2s1 | 0% | -2% | ? | 29% | 2% | 194%[activator]
CCOc1ccccc1NC(=O)CSc1nnc2ccc(-c3ccncc3)nn12 | -18% | 8% | 8% | ? | -12% | -3%
CC1(C)NC(=O)N(CC(=O)OCC(=O)Nc2cccc(S(N)(=O)=O)c2)C1=O | 3% | -7% | 18% | 28% | 2% | -1%
Cc1c(N=Cc2ccccn2)c(=O)n(-c2ccccc2)n1C | -6% | 4% | 8% | / | 3% | 4%
CCn1cc(C2=NC(CCSC)CO2)c2ccccc21 (configuration not stated) | 1% | 8% | ? | 32%[activator] | -12% | -9%
CCOC(=O)Nc1ccc(C)cc1Br | 8% | -2% | 18% | 3% | 0% | -14%
Brc1cccc(OCCN2CCc3ccccc3C2)c1 | 0% | 0% | ? | 0% | 6% | 15%
CN(C)c1ccc(CN(CC2CCCO2)C(=O)c2cc3ccccc3o2)cc1 (configuration not stated) | -4% | / | ? | ? | -3% | -24%
Cc1ccc2c(C(=O)CN3CCN(C(=O)c4ccco4)CC3)c(C)[nH]c2c1 | 1% | 0% | -1% | ? | ? | ?
Cc1ccc(NC(=O)c2ccccc2NC(=O)c2cccs2)cc1 | -6% | 0% | -18% | -17% | 0% | 5%
COC(=O)/C=C/S(=O)(=O)c1ccc(NC(C)=O)cc1 | / | -1% | 8% | ? | 0% | ?
Cc1ccc(NC(=O)C(C)OC(=O)CCNS(=O)(=O)c2ccc(C)cc2)cc1 (configuration not stated) | 1% | -2% | ? | 52%[activator] | -7% | -8%
CCNc1nc(NC(C)C)nc(OCCOC(=O)Nc2ccccc2)n1 | 0% | -3% | ? | -26% | -8% | ?
N#CNC(=Nc1cccc(F)c1)SCc1ccccc1F | 2% | 3% | ? | -19% | 6% | 6%
COc1cccc2c1OC1(C)CC2NC(=O)N1c1cccc(C(=O)N2CCN(c3ccccc3)CC2)c1 (configuration not stated) | 1% | -3% | 13% | ? | -1% | -22%
NC(=O)COc1ccc(=O)n(-c2ccccc2)n1 | -7% | 10% | 23% | -1% | 2% | /
CCOc1ccccc1NC(=O)CCCc1ccc(OC)c(C)c1 | 3% | 0% | ? | ? | 11% | ?
COc1cccc(S(=O)(=O)NCC(=O)N2CCCCCC2)c1 | 4% | -2% | 0% | -9% | 4% | 37%[activator]
CC1CCCCN1C(=O)COC(=O)c1cc([N+](=O)[O-])ccc1N1CCOCC1 (configuration not stated) | -6% | / | -6% | 34%[activator] | -27% | 10%
C/C(Nc1ccc(F)cc1)=C(/C#N)C(N)=O | 4% | 2% | 14% | 9% | 0% | 5%
Cc1cc(C(=O)CCl)c(C)n1Cc1ccco1 | -5% | -11% | ? | 197%[activator] | 4µM* | 16%
O=C(NCc1ccccc1Cl)C1CCC(CNc2c(N3CCOCC3)c(=O)c2=O)CC1 (configuration not stated) | -2% | -4% | 9% | -15% | 7% | -14%
COc1cc(/C=N\Nc2ccc([N+](=O)[O-])cn2)ccc1OCC(=O)O | / | 0% | / | 69%[activator] | -22% | 12%
Cc1ccccc1-c1nc(CN2CCC(C(=O)NCc3cccnc3)CC2)c(C)o1 | 0% | 5% | ? | / | -3% | ?
CC1(C)CC2CC(C)(CN2S(=O)(=O)c2cccc(C(N)=O)c2)C1 (configuration not stated) | -7% | / | 12% | ? | 4% | ?
Nc1ccccc1NC(=O)NC(=O)c1ccccc1 | -5% | 2% | 1% | 245%[activator] | 4% | 91%[activator]
COc1cc(C2/C(=C(/O)c3ccccc3)C(=O)C(=O)N2c2ccccn2)ccc1O (configuration not stated) | 1% | 11% | 0% | 40%[activator] | -5% | 18%
CCOC(=O)C1CCCN(C(=S)Nc2ccc(OC)cc2)C1 (configuration not stated) | -5% | -1% | 5% | 22% | 0% | 5%
COc1ccc(CNS(=O)(=O)c2c(C)[nH]c(C)c2C(=O)N2CCCCC2)cc1 | -1% | -2% | -6% | 14% | -19% | -1%
CCn1c(N)c(C(=O)NCC2CCCO2)sc1=S (configuration not stated) | ? | 0% | 17% | 4% | 7% | 52%[activator]
CC(Sc1nnc(CNC(=O)c2ccccc2F)n1C)C(=O)Nc1nccs1 (configuration not stated) | 1% | -1% | 16% | 8% | 4% | 5%
O=C(N1CCCC1)N1CCN(S(=O)(=O)c2ccccc2)CC1 | -5% | -1% | 14% | 40%[activator] | 1% | 4%
Fc1ccccc1-c1nc2nc3ccccc3nc2n1CC1CCCO1 (configuration not stated) | 13% | -2% | -23% | -19% | -9% | -1%
Cc1cccc(C2Nc3ccccc3C(=O)N2NC(=O)c2ccc([N+](=O)[O-])cc2)n1 (configuration not stated) | 6% | 1% | 37%[activator] | 33%[activator] | -11% | 1%
O=C(COc1ccc(F)cc1)N1c2ccccc2CCc2ccccc21 | -4% | 7% | -13% | ? | -2% | ?
Nc1nc(N)nc(-c2ccccc2)n1 | -2% | 1% | -22%&24% | ? | 3% | 12%
O=C(Nc1cccc(S(=O)(=O)N2CCCCC2)c1)C1CC(=O)N(Cc2ccccc2)C1 (configuration not stated) | 2% | / | -25% | ? | -4% | 13µM*
O=C1C(NS(=O)(=O)c2cccs2)=C(N2CCN(c3cccc(C(F)(F)F)c3)CC2)C(=O)c2ccccc21 | -13% | -11% | ? | / | 23% | ?
CCOc1cc(/C=C2\CN(C)C/C(=C\c3ccc(O)c(OCC)c3)C2=O)ccc1O | -10% | -7% | 22µM* | ? | 13µM* | 2%[0.00184 µM]
CN1CCN(/N=C/c2ccc(Cl)c(Cl)c2)CC1 | 26% | -6% | ? | 162%[activator] | -8% | 134%[activator]
O=C(Nc1ccc(N2CCOCC2)nc1)c1ccc(C(F)(F)F)cc1 | 5% | -3% | 7.1µM* | ? | 5% | -13%
Cc1ccc(C)c(NC(=O)c2cc3ccccc3o2)c1 | 7% | -4% | -11% | ? | 9% | 134%[activator]
CC[C@@H](C)CN1C(=O)N[C@@H](CCc2ccccc2)C(C(C)=O)=C1C | -4% | -5%[11.5 µM] | 14% | 26% | 12% | 47%[activator]
O=[N+]([O-])c1cc(Cl)ccc1Sc1ccccn1 | 0% | 4% | 4% | 34%[activator] | 0% | 41%[activator]
O=C(COC(=O)C1CC(=O)N(Cc2ccccc2)C1)Nc1ccc(Cl)cc1F (configuration not stated) | 6% | 1% | 9% | 17% | 4% | -16%
O=[N+]([O-])c1cc(-c2ccc(/C=N/n3cnnc3)o2)ccc1Cl | -2% | 1% | -14% | ? | -23% | 2%
Nc1nncn1C(=O)c1ccc(Cl)cc1Cl | -1% | 2% | 2% | -22% | 6% | 22%
Cc1ccc(S(=O)(=O)n2c3ccc(F)cc3c3nc(C)sc32)cc1 | / | -6% | ? | ? | -2% | -11%
CC1CN(C(=S)Nc2ccc(Br)cc2)CC(C)O1 (configuration not stated) | 0% | 4% | 1% | ? | -17% | -8%
COc1cc(OC)c(OC)cc1CN1CCCC(C(=O)c2sccc2C)C1 (configuration not stated) | -7% | 0% | -6% | ? | 3% | ?
O=C(NCC1CCCN1S(=O)(=O)c1cccs1)c1c(F)cccc1F (configuration not stated) | 1% | / | ? | ? | -25% | ?
O=C(Cc1ccccc1)N1CCN(CC2CC3C=CC2C3)CC1 (configuration not stated) | 7% | -7% | 14% | 2% | -3% | ?
CC1=C(C(N)=O)C(c2ccc(Br)cc2)n2ncnc2N1 (configuration not stated) | -2% | -1% | 7% | 9% | 19% | 5%[0.00184 µM]
COc1cccc2sc(N(CCCN(C)C)C(=O)C(c3ccccc3)c3ccccc3)nc12 | 3% | 6% | 13µM* | ? | 3% | 13µM*
COc1ccc(C(CC(=O)Nc2ccccc2OC)n2cccc2)cc1 (configuration not stated) | 2% | 0% | -10% | ? | -11% | -10%
CC1C(=O)CC(c2ccco2)NC1c1ccco1 (configuration not stated) | / | -3% | / | ? | -13% | /
C=CCn1c(SCC(=O)OC)nc2sc3c(c2c1=O)CCN(C)C3 | / | -1% | 0% | 8% | ? | ?

Next compounds follow:
SMILES | Tb PYK inh | LmPK inh | HCV inh | Pf growth 96h | Sm TGR inh | Pf growth 48h
O=C(Nc1nnc(Cc2ccc(Cl)cc2)s1)c1ccncc1 | -1% | -10% | 9% | 9% | 2% | 0%
O=C(CCNC(=O)C1CCN(S(=O)(=O)c2ccccc2)CC1)NCc1ccccn1 | 0% | -7% | 20% | -11% | 0% | 3%
Cc1c(S(=O)(=O)N2CCN(c3ccccc3)CC2)c(=O)n(C)c(=O)n1C | -8% | 0% | 8% | 28% | -2% | 224%[activator]
CCOC(=O)[C@@H]1[C@H]2COc3cc(OC)ccc3[C@@H]2N2C(=O)N(c3cccc(C)c3)C(=O)[C@@]12C | 46%[activator] | 1% | 5% | ? | 1% | ?
COc1ccc(-c2nnc(SCC(=O)Nc3ccc4c(c3)OCCO4)n2N)cc1OC | 7% | 3% | -12% | ? | -33% | 3%
COc1ccc(CCNC(=O)CN2CCN(Cc3ccc(F)cc3)C2=O)cc1OC | -7% | -1% | -2% | ? | 1% | /

Exported as tab-separated lines: part of the list above
structure	Tb PYK inh	LmPK inh	HCV inh	Pf growth 96h	Sm TGR inh	Pf growth 48h
CC1=C(C(N)=O)C(c2ccc(Br)cc2)n2ncnc2N1 (configuration not stated)	-2%	-1%	7%	9%	19%	5%[0.00184 µM]
COc1cccc2sc(N(CCCN(C)C)C(=O)C(c3ccccc3)c3ccccc3)nc12	3%	6%	13µM*	?	3%	13µM*
COc1ccc(C(CC(=O)Nc2ccccc2OC)n2cccc2)cc1 (configuration not stated)	2%	0%	-10%	?	-11%	-10%
CC1C(=O)CC(c2ccco2)NC1c1ccco1 (configuration not stated)	/	-3%	/	?	-13%	/
C=CCn1c(SCC(=O)OC)nc2sc3c(c2c1=O)CCN(C)C3	/	-1%	0%	8%	?	?
O=C(Nc1nnc(Cc2ccc(Cl)cc2)s1)c1ccncc1	-1%	-10%	9%	9%	2%	0%
O=C(CCNC(=O)C1CCN(S(=O)(=O)c2ccccc2)CC1)NCc1ccccn1	0%	-7%	20%	-11%	0%	3%
Cc1c(S(=O)(=O)N2CCN(c3ccccc3)CC2)c(=O)n(C)c(=O)n1C	-8%	0%	8%	28%	-2%	224%[activator]
CCOC(=O)[C@@H]1[C@H]2COc3cc(OC)ccc3[C@@H]2N2C(=O)N(c3cccc(C)c3)C(=O)[C@@]12C	46%[activator]	1%	5%	?	1%	?
COc1ccc(-c2nnc(SCC(=O)Nc3ccc4c(c3)OCCO4)n2N)cc1OC	7%	3%	-12%	?	-33%	3%
COc1ccc(CCNC(=O)CN2CCN(Cc3ccc(F)cc3)C2=O)cc1OC	-7%	-1%	-2%	?	1%	/
